KCNK3 inh: human KCNK3 channel inhibitors, primary screen, CHO cells, FluxOR thallium flux, B-score; AID 602410, 2012; FluxOR fluorescence; active compounds read low; Potassium channel subfamily K member 3 (Homo sapiens), O14649; actives 0.84% (n = 340,000); B-score at 10 µM;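 active = B-score under library mean minus 4 SD, starting fluorescence ratio at most library mean plus 5 SD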;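 note: more negative B-score means stronger inhibition of thallium flux through KCNK3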
KCNQ1 act: potentiators or activators of KCNQ1 channel, primary screen, cell-based, thallium flux, high-throughput; CHO-K1 KCNQ1, thallium flux FluxOR fluorescence; active compounds read high; B-score at 10 µM; actives 0.35% (n = 310,000);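 active = fluorescence ratio B-score, a plate-corrected score, at least three library SD, with initial intensity B-score within 5 SD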
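Assay system: CHO-K1 cells stably expressing KCNQ1; Medium: assay buffer with matched DMSO; Also added: K+/Tl+ depolarizing stimulus; Dosing: single dose; Timing: dye 90 min, compound 20 min, room temperature; Measured by: kinetic FluxOR thallium fluorescence, 10-s 1-Hz baseline, 110-s post-stimulus read; Read-out: peak-minus-minimum fluorescence over initial fluorescence, negative-control normalized, B-scored.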
hERG rescue: hERG rescue from dofetilide block, primary screen, cell-based, CHO-hERG, FluxOR thallium flux, dofetilide IC70; dofetilide IC70 present; activation (rescue from dofetilide block), less the hit threshold, % at 10 µM; actives 0.51% (n = 310,000); AID 1511, 2009;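 active = activation above the mean of controls blocked by dofetilide plus 5 SD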;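 note: thallium influx through hERG after potassium depolarization seen as dye fluorescence rise; in these data hits start at about 4.7%; inactives centre near -7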
RGS4 pot: RGS4 potentiators or activators, primary screen, cell-based, HEK293 M3R inducible RGS4, calcium flux. actives 0.92% (n = 310,000). B-score at 10 µM. carbachol calcium flux Fluo4; active compounds read low;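 active = B-score of the integrated calcium signal more than 4 SD below the library mean, with starting fluorescence not abnormally high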;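 note: negative B-score means reduced calcium response which marks RGS4 activation or potentiation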
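Detection: kinetic calcium fluorescence imaging with Fluo4-AM dye, 2 µM / Material: HEK293 cells with stable M3R and inducible RGS4 / Schedule: recording 10 s baseline at 1 Hz, 100 s post-agonist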
TMEM16A act: TMEM16A chloride channel activators or potentiators, primary screen, cell-based, HTS; Anoctamin-1 (Mus musculus), Q8BHY3; HEK293 TMEM16A/YFP-H148Q/I152L, iodide quench fluorescence; active compounds read low; B-score at 10 µM; actives 0.3% (n = 340,000); AID 623877, 2012;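 active = fluorescence-ratio B-score plate-corrected deviation score at least 3 library SD below zero, with starting fluorescence score within 5 deviations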;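 note: channel opened by trigger with iodide after compound preincubation; score built on the fluorescence ratio of max minus min over baseline; more negative score means more quench and so TMEM16A activation or potentiation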
KCNQ1 block: inhibitors of human KCNQ1 channel, primary screen, cell-based, thallium flux, high-throughput; CHO-K1 KCNQ1, FluxOR thallium flux fluorescence; active compounds read high; actives 1.3% (n = 310,000); B-score at 10 µM; Potassium voltage-gated channel subfamily KQT member 1 (Homo sapiens), P51787;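 active = compounds whose thallium flux B-score, printed positive for inhibition, exceeds three library SD while starting fluorescence stays within three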;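 note: channel opened by potassium depolarization with thallium stimulus after 20 min compound exposure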
SKKanGAS inh: S. pyogenes SKKanGAS growth inhibitors in kanamycin, primary screen, streptokinase expression inhibitor project, SKKanGAS strain, BacTiter-Glo luminescence | AID 1662, 2009 | 6 h | actives 1.3% (n = 300,000) | inhibition, % at 7.5 µM;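 active = mean replicate score, as percent of positive control median, at least 50; inconclusive = mean below 50 but one replicate at or above 50; inactive = mean and every replicate below 50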;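 note: strain carries kanamycin resistance gene driven by streptokinase promoter and grows in 40 µg/ml kanamycin; loss of luminescence reflects streptokinase promoter inhibition or plain growth inhibition; 0% = median of DMSO wells and 100% = positive control at its reference dose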
KCNK9 inh: KCNK9 potassium channel inhibitors, primary screen, HEK293 cells, thallium flux. FluxOR thallium flux fluorescence; active compounds read low. Potassium channel subfamily K member 9 (Homo sapiens), Q9NPC2. actives 1.2% (n = 310,000). B-score at 10 µM;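 active = ratio B-score over 3 SD below the library mean, with starting fluorescence within 5 SD of its mean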;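 note: negative B-score means less thallium flux so channel inhibition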
Target sequence (Q9NPC2 whole entry, looked up): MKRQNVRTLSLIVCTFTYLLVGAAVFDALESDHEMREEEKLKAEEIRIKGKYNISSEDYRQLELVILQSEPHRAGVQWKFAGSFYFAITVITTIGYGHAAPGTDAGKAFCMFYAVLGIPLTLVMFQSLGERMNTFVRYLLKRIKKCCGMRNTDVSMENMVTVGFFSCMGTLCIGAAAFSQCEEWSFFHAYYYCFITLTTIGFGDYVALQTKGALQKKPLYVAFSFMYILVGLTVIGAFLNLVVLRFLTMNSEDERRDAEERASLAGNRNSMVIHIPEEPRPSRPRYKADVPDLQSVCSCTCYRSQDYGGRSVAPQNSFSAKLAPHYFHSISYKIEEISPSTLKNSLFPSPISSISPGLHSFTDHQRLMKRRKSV
HDAC3 inhib: HDAC3 deacetylase inhibitors, primary screen, biochemical, fluorescence, cell-free homogeneous. actives 0.15% (n = 320,000). recombinant HDAC3, fluorogenic peptide/trypsin coupled. Histone deacetylase 3 (Homo sapiens), O15379. AID 2718, 2010. inhibition, % at 8.3 µM; in the data active = inhibition above about 26%, passing the limit was not always enough; inconclusive = no clear call, values can overlap the other calls
Target sequence (O15379 whole entry, looked up): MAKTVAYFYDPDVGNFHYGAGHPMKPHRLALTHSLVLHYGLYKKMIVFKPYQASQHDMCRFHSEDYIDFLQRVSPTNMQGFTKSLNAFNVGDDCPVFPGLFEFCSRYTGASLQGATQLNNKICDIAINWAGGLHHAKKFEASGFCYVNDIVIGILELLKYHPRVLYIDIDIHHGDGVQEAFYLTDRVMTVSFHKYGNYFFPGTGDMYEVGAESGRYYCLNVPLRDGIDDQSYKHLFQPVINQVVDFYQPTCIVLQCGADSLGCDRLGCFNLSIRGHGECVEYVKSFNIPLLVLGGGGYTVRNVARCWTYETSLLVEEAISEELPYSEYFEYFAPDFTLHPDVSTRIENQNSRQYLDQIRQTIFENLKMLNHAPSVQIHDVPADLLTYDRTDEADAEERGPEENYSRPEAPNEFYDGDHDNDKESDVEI
ANO1 block: TMEM16A chloride channel inhibitors, primary screen, cell-based, HTS; Anoctamin-1 (Mus musculus), Q8BHY3; HEK293 TMEM16A/YFP iodide influx fluorescence, ionomycin; normalized B-score (activity score, 25-100; higher = stronger inhibition) at 10 µM; actives 1.2% (n = 310,000);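 active = ratio plate-corrected score three or more library SD toward inhibition, starting fluorescence score within five deviations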;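 note: score derived from kinetic fluorescence span divided by baseline fluorescence per well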
RGS4 inh: RGS4 inhibitors, primary screen, cell-based, HEK293 M3R inducible RGS4, calcium flux. Regulator of G-protein signaling 4 (Homo sapiens), P49798. Fluo-4 calcium flux; active compounds read high; triggered by carbachol at its EC20. B-score at 10 µM. actives 0.45% (n = 310,000);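 active = B-score, a plate-corrected calcium signal, over three deviations above library mean, with baseline fluorescence within five deviations of library mean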;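 note: RGS4 expression induced by doxycycline in cells with stable M3 receptor; B-score is computed from the integrated fluorescence ratio over baseline after carbachol; higher B-score means a larger calcium signal and so more RGS4 inhibition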
Target sequence (P49798 whole entry, looked up): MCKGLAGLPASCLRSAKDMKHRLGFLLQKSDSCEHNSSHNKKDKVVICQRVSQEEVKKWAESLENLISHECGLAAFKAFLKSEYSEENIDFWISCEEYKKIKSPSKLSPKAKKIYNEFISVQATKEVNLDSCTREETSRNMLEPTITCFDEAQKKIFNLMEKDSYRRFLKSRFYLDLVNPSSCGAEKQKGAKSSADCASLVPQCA
Active calls of the source: *; i = inactive; ? = inconclusive; / = not tested or not shown.

1: Cc1ccc(SCC(=O)Nc2ccc3c(c2)C(=O)NC3=O)cc1
2: CCCCn1c(N)c(N(CCC(C)C)C(=O)c2cccc(-n3cnnn3)c2)c(=O)[nH]c1=O
3: O=C(Nc1ccc(O)c2c(=O)cc(-c3ccccc3Cl)oc12)c1ccccc1Cl
4: O=C(O)c1ccc(NC(=O)c2cn(-c3ccccc3)nc2-c2cccc(Cl)c2)cc1
5: O=C(CN1CCCC1)NC(=O)NC1CCCC1
6: Cc1ccc(N(CC(=O)Nc2cc(C)cc(C)c2)S(=O)(=O)c2c(C)noc2C)cc1
7: COc1ccc(C(C(=O)NC2CCCC2)N(Cc2cccs2)C(=O)c2ccn[nH]2)cc1OC (stereo not given)
8: CCN1C(=O)c2cccc3c(NC(=O)c4ccc(OC)c(OC)c4)ccc1c23
Compound	1	2	3	4	5	6	7	8
KCNK3 inh	i	i	i	i	i	i	i	i
KCNQ1 act	i	i	i	i	i	i	i	i
hERG rescue	-3	-14	-3	-13	-10	-15	-15	-13
RGS4 pot	i	i	i	i	i	i	i	i
TMEM16A act	i	i	i	i	i	i	i	i
KCNQ1 block	i	i	i	i	i	i	i	i
SKKanGAS inh	14	8	7	27	0	7	-7	5
KCNK9 inh	i	i	i	i	i	i	i	i
HDAC3 inhib	-8	5	2	8	0	3	-5	8
ANO1 block	i	i	i	i	i	i	i	i
RGS4 inh	i	i	i	i	i	i	i	i

9: COc1ccc(C(=O)/C=C/C(=O)N(CC(=O)NC2CCCCC2)Cc2cccs2)c(O)c1
10: O=C(NCc1ccc(C(F)(F)F)cc1)C1CC(c2ccc(C(F)(F)F)cc2)=NO1 (stereo not given)
11: CCCCC(=O)N=c1sc2cc([N+](=O)[O-])ccc2n1C
12: COc1cccc(NC(=O)CCc2nc(-c3cccs3)no2)c1
13: CC1CN(C(=O)c2ccc(NS(=O)(=O)c3cccc(Cl)c3)cc2)CC(C)O1 (stereo not given)
14: Cc1ccc(C(=O)NC2CCN(CC(=O)Nc3ccccc3Cl)CC2)cc1
15: CCOc1ccc(NC(=NCc2ccc3c(c2)OCO3)SC2CC(=O)N(c3ccccc3)C2=O)cc1 (stereo not given)
16: Cc1cc(Cl)cc(Cl)c1OCCCCN(C)C
Compound	9	10	11	12	13	14	15	16
KCNK3 inh	i	i	i	i	i	i	i	i
KCNQ1 act	i	i	i	i	i	i	i	i
hERG rescue	-5	-1	4	-7	-6	-4	-12	-4
RGS4 pot	i	i	i	i	i	i	i	i
TMEM16A act	i	i	i	i	i	i	i	i
KCNQ1 block	i	i	i	i	i	i	i	i
SKKanGAS inh	-12	1	3	-5	0	3	-8	0
KCNK9 inh	i	i	i	i	i	i	i	i
HDAC3 inhib	1	11	-7	-4	/	2	5	-2
ANO1 block	i	i	i	i	/	i	i	i
RGS4 inh	i	i	i	i	i	i	i	i

17: CC12CC(c3ccccc3O1)N(C(=O)c1ccco1)C(=S)N2c1ccc(F)cc1 (stereo not given)
18: CC1(C)Cc2c(C#N)c(N)sc(=S)c2CS1
19: CCOC(=O)c1ccccc1NC(=O)[C@@H]1CCCN1C(=O)OC(C)(C)C
20: O=C(CCn1c(=O)c2ccccc2n(Cc2ccccc2)c1=O)NC1CCN(Cc2ccccc2)CC1
21: O=C(CCCC(=O)Nc1ccc(Br)cc1)N/N=C/c1ccccc1
22: O=C(NCc1ccco1)/C(=C\c1cccs1)NC(=O)c1ccco1
23: COc1ccc2c(C(=O)CN3CCC(C)CC3)c[nH]c2c1
24: COc1ccc(-c2cc(C(F)(F)F)n3nc(C(=O)O)nc3n2)cc1
Compound	17	18	19	20	21	22	23	24
KCNK3 inh	i	i	i	i	i	i	i	i
KCNQ1 act	i	i	i	i	i	i	i	i
hERG rescue	-7	-17	-4	-13	0	-6	-11	-7
RGS4 pot	i	i	i	i	i	i	i	i
TMEM16A act	i	i	i	i	i	i	i	i
KCNQ1 block	i	i	i	i	i	i	i	i
SKKanGAS inh	-3	-5	-5	-6	36	-9	-3	-6
KCNK9 inh	i	i	i	i	i	i	i	i
HDAC3 inhib	1	1	-5	/	3	10	5	4
ANO1 block	i	i	i	i	i	i	i	i
RGS4 inh	i	i	i	i	i	i	i	i

25: COc1ccc(CNC(=O)c2ccc(-c3ccccc3)cc2)cc1OC
26: CC(C)(C)c1cc(C(=S)N2CCN(CCO)CC2)cc(C(C)(C)C)c1O
27: NS(=O)(=O)c1ccc(NC(=S)NC(=O)C2CCCC2)cc1
28: O=C(CCCN=C1NS(=O)(=O)c2ccccc21)OCC(=O)c1ccc(F)c(F)c1
29: CC(C)c1cc(C(=O)NC2CCCCC2)no1
30: NC(=S)Nc1ccc(C(F)(F)F)cc1Cl
31: CCCc1nn(C)c(C(=O)Nc2ccc(Cl)cc2)c1Cl
32: O=C(CCNC(=O)c1ccc([N+](=O)[O-])cc1)NNC(=O)c1ccncc1
Compound	25	26	27	28	29	30	31	32
KCNK3 inh	i	i	i	i	i	i	i	i
KCNQ1 act	i	i	i	i	i	i	i	i
hERG rescue	-7	-12	-10	-2	-13	-12	-10	-14
RGS4 pot	i	i	i	i	i	i	i	i
TMEM16A act	i	i	i	i	i	i	i	i
KCNQ1 block	i	i	i	i	i	i	i	i
SKKanGAS inh	2	-1	-1	-10	3	-2	-3	19
KCNK9 inh	i	i	i	i	i	i	i	i
HDAC3 inhib	/	10	1	7	-1	2	3	0
ANO1 block	i	i	i	i	i	i	i	i
RGS4 inh	i	i	i	i	i	i	i	i

As entered above:
entry 31 in HDAC3 inhib is entered as 3
entry 27 in SKKanGAS inh is entered as -1
entry 25 in hERG rescue is entered as -7

Carrying on:
33: CN(CCO)c1nc(NCc2ccccc2)c2cnn(C)c2n1
34: Cc1ccccc1C(=O)c1cccn1CC(=O)NCc1ccccc1
35: COc1ccc(Cc2nnc(SCc3nc4ccccc4c(=O)[nH]3)n2C)cc1
36: COc1ccc(C)cc1NC(=O)Nc1ccccc1
37: Cc1ccc(NC(=O)C(C)Sc2nnc(C)n2C)cc1 (stereo not given)
38: COc1cc(C)c(Cl)cc1S(=O)(=O)N1CCSC1
39: Nc1ncnc2nc(SCC(=O)N3CCN(c4ccccc4)CC3)[nH]c12
40: O=C(Nc1ccccc1)c1ccc(C(=O)Nc2ccccc2)nc1
Compound	33	34	35	36	37	38	39	40
KCNK3 inh	i	i	i	i	i	i	i	i
KCNQ1 act	i	i	i	i	i	i	i	i
hERG rescue	-2	-15	-4	-8	-9	-4	-13	-2
RGS4 pot	i	i	i	i	i	i	i	i
TMEM16A act	i	i	i	i	i	i	i	i
KCNQ1 block	i	i	i	i	i	i	i	i
SKKanGAS inh	3	11	0	0	1	-1	-28	-14
KCNK9 inh	i	i	i	i	i	i	i	i
HDAC3 inhib	1	1	0	4	2	-7	-3	-4
ANO1 block	i	i	i	i	i	i	i	i
RGS4 inh	i	i	i	i	i	i	i	i

41: Cc1ccc(-c2cc(C(=O)N/N=C/C=C/c3ccco3)c3ccccc3n2)cc1C
42: COc1ccc(-c2nn(-c3ccccc3)cc2/C=C/C(=O)OCC(=O)Nc2ccc(C#N)cc2)cc1
43: COc1ccc(S(=O)(=O)NCCOc2ccccc2)cc1C
44: CCCCOc1ccc(-c2cn3ccccc3n2)cc1[N+](=O)[O-]
45: CCOC(=O)N1CCC(N(CCN(C)C)C(=S)Nc2cccc(C)c2)CC1
46: Cc1cc(C)c(O)c(-c2cc(C(=O)Nc3ccc(S(=O)(=O)N4CCOCC4)cc3)[nH]n2)c1
47: COc1ccc(OC)c(NC(=O)CSc2nccn2Cc2ccco2)c1
48: C/C=C(/C)C(=O)O[C@@H]1c2cc3c(c(OC)c2-c2c(cc(OC)c(OC)c2OC)[C@@H](OC(C)=O)[C@@H](C)[C@H]1C)OCO3
Compound	41	42	43	44	45	46	47	48
KCNK3 inh	i	i	i	i	i	i	i	i
KCNQ1 act	i	i	i	i	i	i	i	i
hERG rescue	-6	-9	-9	-4	-11	-13	-8	-3
RGS4 pot	i	i	i	i	i	i	i	i
TMEM16A act	i	i	i	i	i	i	i	i
KCNQ1 block	i	i	i	i	i	6*	i	i
SKKanGAS inh	23	6	-1	-6	-1	32	0	-3
KCNK9 inh	i	i	i	i	i	i	i	i
HDAC3 inhib	?	1	0	5	3	-4	3	-1
ANO1 block	i	i	i	i	i	25*	i	i
RGS4 inh	i	i	i	i	i	i	i	i

49: COC(=O)c1cc2cc(Cl)ccc2nc1SC
50: Cc1oc(-c2ccccc2Cl)nc1CSc1nc2c(c(=O)[nH]1)CCCC2
51: COc1cc(OC)c2ccc(=O)oc2c1C(CC(=O)N1CCN(c2ccccc2)CC1)c1ccc2c(c1)OCO2 (stereo not given)
52: Cc1ccccc1NS(=O)(=O)c1ccc2c(c1)oc(=O)n2C
Compound	49	50	51	52
KCNK3 inh	i	i	i	i
KCNQ1 act	i	i	i	i
hERG rescue	-2	-10	-10	-4
RGS4 pot	i	i	i	i
TMEM16A act	i	i	i	i
KCNQ1 block	i	i	i	i
SKKanGAS inh	1	-20	23	1
KCNK9 inh	i	i	i	i
HDAC3 inhib	-5	-6	11	1
ANO1 block	i	i	i	i
RGS4 inh	i	i	i	i

Record cards (already shown). Values in the order: KCNK3 inh	KCNQ1 act	hERG rescue	RGS4 pot	TMEM16A act	KCNQ1 block	SKKanGAS inh	KCNK9 inh	HDAC3 inhib	ANO1 block	RGS4 inh
Cc1ccccc1NS(=O)(=O)c1ccc2c(c1)oc(=O)n2C is entered as i	i	-4	i	i	i	1	i	1	i	i
COc1cc(OC)c2ccc(=O)oc2c1C(CC(=O)N1CCN(c2ccccc2)CC1)c1ccc2c(c1)OCO2 (stereo not given) is entered as i	i	-10	i	i	i	23	i	11	i	i

Screening data from PubChem.
